Tau fibril FP: inhibitors of human tau fibril formation | P10636 | K18 P301L tau heparin fibrillization, Alexa594 FP, 6 h | Potency, µM (doses to about 57.7 µM), for inactives: at the highest dose activity, negative = inhibition, usual class: inhibitors | actives 0.39% (n = 280,000) | AID 1468; further: on the % scale 0 is the no-effect control and ±100 the full control effect; nearly all actives have a fitted effect of over 55% in size
Target sequence (P10636 561-689 P618L limits assumed): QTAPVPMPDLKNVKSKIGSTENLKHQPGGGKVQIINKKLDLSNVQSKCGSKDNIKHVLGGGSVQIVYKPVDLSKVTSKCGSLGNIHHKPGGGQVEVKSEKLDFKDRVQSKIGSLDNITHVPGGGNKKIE
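Read-out: fluorescence polarization of Alexa 594-labeled tau (0.24 uM), 555 nm excitation, 632 nm emission. Mixtures held 15 uM unlabeled K18 P301L, compound and 20 uM heparin, pH 7 acetate buffer, incubated 6 hr at 37 C.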
Tau fluor counter: counter-screen for tau fibril formation inhibitors; tau K18 P301L Alexa594 fluorescence, heparin fibrillization; Potency, µM (titrated, usually from 57.7 µM), for inactives: at the highest dose activity change, negative = decrease; actives 0.93% (n = 280,000); further: on the % scale 0 is the no-effect control and ±100 the full control effect; nearly all actives have a fitted effect of over 55% in size
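Human K18 P301L tau (15 uM unlabeled plus 0.24 uM Alexa 594-labeled, final) in 100 mM sodium acetate pH 7 was mixed with compound and 20 uM heparin and incubated 6 hr at 37 C.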
TRb SRC2 PPI: disrupts binding of human TR beta to SRC2. P10828. TRbeta-SRC2 peptide binding, fluorescence polarization; receptor liganded with 1 µM T3. Potency, µM (top dose mostly 106 µM), inactives show at the top dose activity change, negative = inhibition, actives largely listed as inhibitors. actives 0.065% (n = 280,000). AID 1469;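 further: plate controls were bound peptide for no effect and peptide without receptor for full effect; nearly all actives have a fitted effect of over 50% in size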
Target sequence (P10828 whole entry, looked up): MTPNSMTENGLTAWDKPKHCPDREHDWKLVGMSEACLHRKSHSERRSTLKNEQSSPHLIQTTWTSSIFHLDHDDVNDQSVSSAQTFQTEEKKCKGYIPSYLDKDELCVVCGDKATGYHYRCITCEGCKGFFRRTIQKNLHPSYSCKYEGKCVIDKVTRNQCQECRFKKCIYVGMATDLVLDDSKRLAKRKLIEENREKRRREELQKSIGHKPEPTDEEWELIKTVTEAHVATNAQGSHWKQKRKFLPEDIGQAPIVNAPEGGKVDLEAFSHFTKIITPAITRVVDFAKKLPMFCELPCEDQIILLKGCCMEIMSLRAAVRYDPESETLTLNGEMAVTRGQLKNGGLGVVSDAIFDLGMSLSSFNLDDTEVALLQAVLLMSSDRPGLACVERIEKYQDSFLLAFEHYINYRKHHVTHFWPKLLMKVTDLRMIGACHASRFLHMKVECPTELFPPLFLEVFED
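Human TRb LBD (0.6 uM) plus Texas Red-labeled SRC2 peptide (20 nM), 1uM T3, 5% DMSO, 5 hr at ambient temperature. Decreased polarization (555/632 nm) flags inhibition; data normalized to free and bound peptide controls.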
TexasRed fluor: alters Texas Red total fluorescence, flagging assay interference | TRb/SRC2 Texas Red total fluorescence interference | Potency, µM (series often up to 106 µM), without a hit: top-dose fluorescence change, negative = quenching | actives 0.29% (n = 280,000) | AID 1479; active means well fitted curve in either direction with a large enough effect; inconclusive means small, poorly fitted or top-dose-only effect; further: on the % scale 0 is the no-effect control and ±100 the full control effect
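Human TRβ ligand-binding domain (0.6 uM) and Texas Red SRC2 peptide (20 nM) in Tris buffer with 1 uM T3 and 5% DMSO were incubated with pinned compound for 5 hr at ambient temperature. Total fluorescence was computed as S + 2P (555/632 nm).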
Tau fibril ThT: tau fibrillization inhibition (ThT binding). recombinant tau K18 P301L, heparin-induced fibrillization, ThT fluorescence. Potency, µM (doses to about 57.4 µM), inactives show at the highest dose activity, negative = inhibition, actives largely listed as inhibitors. AID 1460. actives 2.1% (n = 270,000); further: on the % scale 0 is the no-effect control and ±100 the full control effect; nearly all actives have a fitted effect of over 55% in size
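Using a mix of unlabeled (15 uM) and Alexa 594-labeled (0.24 uM) tau K18 P301L, heparin-triggered fibrillization over 6 hr at 37 C was scored by ThT fluorescence.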
RECQ1 inh: RECQ1 (human) helicase inhibition | P46063 | RECQ1 DNA unwinding, red fluorescence kinetic read | Potency, µM (doses to about 57.3 µM), without a hit: at the highest dose activity, negative = inhibition, usual class: inhibitors | actives 0.54% (n = 240,000) | AID 2549;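 further: plate controls were vehicle for no effect and no enzyme for full effect; nearly all actives have a fitted effect of over 30% in size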
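50 nM RECQ1T1 preincubated 15 min with compound in Tris pH 8.0 buffer with MgCl2, DTT, Tween-20 and 2.5 ug/ml poly(dI-dC); started with 200 nM TAMRA/BHQ-2 forked duplex and 2 mM ATP. Unwinding read as fluorescence (525/598 nm), two reads 2 h apart.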
L3MBTL1 inh: blocks human L3MBTL1; Q9Y468; AlphaScreen L3MBTL1–H3K9me1 peptide binding; Potency, µM (series often up to 57.1 µM), for inactives: at the top dose activity, negative = inhibition, most hits filed as inhibitors; actives 0.66% (n = 230,000); further: on the % scale 0 is the no-effect control and ±100 the full control effect; nearly all actives have a fitted effect of over 60% in size
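Read-out is AlphaScreen signal from streptavidin donor and nickel chelate acceptor beads (10 ug/mL final each) bridging L3MBTL1 (50 nM) and biotinylated K9-monomethylated H3(1-15) peptide (75 nM), after 30 min compound exposure at room temperature.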
HTT cytoprotect: Huntington cell model cytoprotection by ATP luminescence | PC12 HTT-Q103 induced, cytoprotection, ATP luminescence, 40 h | Potency, µM (doses to about 56.4 µM), inactives show cytoprotection (ATP increase), most hits filed as activators | actives 0.14% (n = 230,000) | AID 1471;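 further: % of control where 0% means no effect; nearly all actives have a fitted effect of over 45% in size; toxic huntingtin expression switched on by the ecdysone agonist tebufenozide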
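Huntington model: PC12 line, ecdysone-inducible HTTQ103 exon1–GFP, tebufenozide 100 nM. Test articles in a dose series. Endpoint luminescence from cellular ATP.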
Numbers without * were called inactive; i = inactive; ? = inconclusive; . = no result given; & = joins results of further samples; [ ] = dose if it differs, or a comment. Unless noted, the call rests on the fitted dose curve; in most records, active means well fitted curve in the direction sought with a large enough effect; inconclusive means small, poorly fitted or top-dose-only effect, or another doubt; inactive means no such curve, though single readings can be large; an effect the other way counts as inactive or inconclusive. Potency means the concentration at half of the fitted maximal effect. Some of the compounds tested; the hit share may differ from the screen's.

The line under a structure holds: Tau fibril FP	Tau fluor counter	TRb SRC2 PPI	TexasRed fluor	Tau fibril ThT	RECQ1 inh	L3MBTL1 inh	HTT cytoprotect
- CCOc1ccccc1CNC(=O)c1ccc(-n2c(C)cc3c2CCC(C)C3)cc1 (centres undefined)
    -13.8%	-8.5%	-2.5%	0.8%	?	.	.	.
- CCOc1cc(C2C(C(=O)N3CCCCC3)=C(C)NC3=C2C(=O)CC(C)(C)C3)ccc1O (centres undefined)
    6.8%	4.7%	-7.9%	-4.9%	-6.6%	-4.8%	-2.5%	-11.8%
- COc1ccc2[nH]c3ccc(OC)cc3c2c1
    ?	?	0.3%	-4.7%	?	-8.9%	-12.7%	-11.5%
- N#Cc1ccc(CSc2nnc3ccccn23)cc1
    6.3%	2.0%	6.3%	-0.1%	-3.2%	-13.8%	.	-14.4%
- O=C(Nc1ccncc1)c1c(F)cccc1F
    -11.9%	-4.4%	9.4%	0.4%	-6.9%	-7.8%	7.4%	23.5%[10 µM]
- CCC1(C(=O)OC)NC(c2ccco2)C2C(=O)N(c3ccc(C)cc3)C(=O)C21 (centres undefined)
    2.2%	2.0%	3.1%	-6.8%	-17.8%	i	-3.5%	-24.5%[10 µM]
- CCCCc1nc2c(c3c1C[C@H](C)OC3)CN(C(=O)c1ccco1)CC2
    0.7%[11.6 µM]	-5.1%[11.6 µM]	-4.3%[11.2 µM]	-4.1%[11.2 µM]	-2.3%[11.5 µM]	i[11.5 µM]	.	-11.6%[10 µM]
- c1ccc(C2CCCN(Cc3nc(CC4CC4)no3)CC2)cc1 (centres undefined)
    7.2%	-4.6%	-4.5%	-0.8%	-11.1%	-7.0%	-9.0%	34.9%[10 µM]
- COc1ccc(C2C(C(=O)NCc3cccnc3)c3cc(OC)c(OC)cc3C(=O)N2C)cc1 (centres undefined)
    6.9%	-4.1%	0.9%	-2.3%	-2.9%	-9.5%	.	3.0%[10 µM]
- CCc1nn(CCCC(=O)NC(C)c2ccccc2)c(=O)c2cc3occc3n12 (centres undefined)
    -3.6%	2.6%	-3.5%	0.5%	1.8%	.	.	.
- Cc1ccc(Cn2c(CN3CC(C)OC(C)C3)nc3c2c(=O)[nH]c(=O)n3C)cc1 (centres undefined)
    4.6%	-0.2%	3.7%	1.0%	3.3%	-11.9%	3.0%	-13.4%
- CC(=O)Nc1ccc(Oc2ccc([N+](=O)[O-])cc2Cl)cc1
    0.8%	-19.2%	2.2%	-2.7%	-6.4%	16.9%	-7.9%	.
- O=[N+]([O-])c1cc(Br)cc(/C=N/n2cnnc2)c1O
    8.0%	-1.8%	-3.0%	0.1%	8.91µM*	-5.0%	?	-15.7%[10 µM]
- CCOC(=O)c1c(NC(=O)CCCOc2ccc(C(C)(C)C)cc2)sc2c1CCC2
    7.3%	-25.4%	3.2%	-18.3%	?	.	.	.
- O=C(C1CCC(Cn2c(=S)[nH]c3ccccc3c2=O)CC1)N1CCOCC1 (centres undefined)
    -1.6%	-7.1%	1.4%	-3.9%	-8.8%	-2.6%	-3.6%	2.2%
- O=c1cc(-c2ccc(O)cc2)oc2ccc(O)cc12
    -11.6%&-0.2%	-5.1%&-11.8%	-6.6%&-4.9%	?	?	-10.2%&-8.6%	-3.3%	-99.7%[inhibitor]
- O=c1c2sc3ccccc3c2n(Cc2cccc(C(F)(F)F)c2)c(=O)n1Cc1ccc(F)cc1
    -13.9%	-12.9%	-6.3%	-0.1%	1.4%	.	.	.
- CCCn1ncc(CN2CCN(Cc3ccsc3)C(CCO)C2)c1C (centres undefined)
    -8.2%	-9.6%	-5.3%	-0.2%	-11.3%	-2.1%	-3.3%	10.2%[10 µM]
- CCC(C)n1c(OC)nc2c1c(=O)n(C)c(=O)n2C (centres undefined)
    4.7%	6.7%	-1.5%	-1.4%	2.6%	i	3.0%	3.1%[10 µM]
- COC(=O)C/C(N)=C(\C#N)C(=O)OC
    -6.9%	-19.1%	-5.5%	-0.3%	-13.1%	-0.2%	6.4%	-2.2%[10 µM]

Random excerpt: 2 entries already listed
The line under a structure holds: Tau fibril FP	Tau fluor counter	TRb SRC2 PPI	TexasRed fluor	Tau fibril ThT	RECQ1 inh	L3MBTL1 inh	HTT cytoprotect
- CCCCc1nc2c(c3c1C[C@H](C)OC3)CN(C(=O)c1ccco1)CC2
    0.7%[11.6 µM]	-5.1%[11.6 µM]	-4.3%[11.2 µM]	-4.1%[11.2 µM]	-2.3%[11.5 µM]	i[11.5 µM]	.	-11.6%[10 µM]
- COC(=O)C/C(N)=C(\C#N)C(=O)OC
    -6.9%	-19.1%	-5.5%	-0.3%	-13.1%	-0.2%	6.4%	-2.2%[10 µM]

(cont.)
The line under a structure holds: Tau fibril FP	Tau fluor counter	TRb SRC2 PPI	TexasRed fluor	Tau fibril ThT	RECQ1 inh	L3MBTL1 inh	HTT cytoprotect
- Cc1nc(N2CCN(S(=O)(=O)c3ccc(F)cc3)CC2)c2c(-c3cccs3)csc2n1
    6.0%	-10.9%	-0.4%	0.1%	-15.7%	-4.3%	-14.6%	.
- Nc1cc(=O)[nH]c(SCC(=O)Nc2ccc([N+](=O)[O-])cc2)n1
    4.4%	-18.4%	11.7%	-15.9%	?	-8.5%	0.6%	-3.0%[10 µM]
- O=C(NCc1ccco1)C(=O)c1cn(CC(=O)N2CCCC2)c2ccccc12
    -7.7%	-13.1%	-1.2%	0.1%	-9.3%	6.0%	.	-45.1%[inhibitor]
- COc1cc2c(cc1NC(=O)C(C)Sc1cccc[n+]1[O-])oc1ccccc12 (centres undefined)
    0.1%	4.4%	2.9%	-5.7%	15.2%	-5.9%	15.5%	-48.2%[inhibitor][10 µM]
- CCOc1ccc(C(=O)NCc2ccccc2OC)cc1
    7.9%	-1.4%	-6.4%	-2.2%	-0.1%	11.1%	-13.8%	5.3%[10 µM]
- COC(=O)NC(/C(C(=O)OC)=C(\C)NCc1ccccc1)c1cccc(C)c1 (centres undefined)
    -2.0%[11.6 µM]	-6.6%[11.6 µM]	6.0%[11.2 µM]	2.2%[11.2 µM]	-3.3%[11.5 µM]	-2.2%[11.5 µM]	.	-7.2%[10 µM]
- O=C(CSc1nnc(-c2ccccc2)n1-c1ccc(Cl)cc1)NC1CCS(=O)(=O)C1 (centres undefined)
    3.8%	-13.0%	-1.5%	0.3%	-7.4%	-16.2%	1.7%	2.0%[10 µM]
- COc1cc(OC)cc(C(=O)N2c3ccc(F)cc3CCC2C)c1 (centres undefined)
    0.7%	-9.0%	-4.8%	-2.3%	-20.8%	-1.3%	6.7%	-23.5%[10 µM]
- CCc1nnc(NC(=O)CSc2nnc(CNc3ccc(F)cc3)n2C2CCCCC2)s1
    3.0%	-3.4%	-2.8%	-10.8%	-12.0%	i	24.3%	-12.8%
- CCOC(=O)C1CCN(C(=O)COc2ccc([N+](=O)[O-])cc2)CC1
    -0.6%	4.3%	-0.3%	-7.7%	0.5%	i	6.9%	0.2%[10 µM]
- CC(=O)c1cccc(NC(=O)N2CCCC2C(=O)Nc2ccc3c(c2)OCCO3)c1 (centres undefined)
    9.1%[2.34 µM]	6.7%	-10.1%	-3.7%	7.4%	i	-5.1%	15.9%[10 µM]
- CCc1ccnc(NC(=O)NS(=O)(=O)c2ccc(C)cc2)c1
    -0.6%	2.8%	3.5%	-1.7%	.	19.1%	.	-22.2%[10 µM]
- Cc1cccc(NC(=O)c2ccc3snnc3c2)c1C
    -1.0%	-10.7%	-4.7%	-0.7%	?	.	.	.
- Cc1nc2c(-c3ccccc3)c(C)nn2c(N)c1-c1ccccc1
    5.6%	?	-5.6%	-6.0%	?	-8.4%	13.1%	-30.6%[10 µM]
- COc1ccc(NC2=CC(=S)NC(C)(C)C2)cc1
    -1.5%	-10.6%	-0.3%	-1.1%	?	i	-18.6%	4.8%[10 µM]
- CC1=C(C(=O)OCc2ccccc2)C(c2ccccn2)c2c(n(C)c(=O)n(C)c2=O)N1 (centres undefined)
    -6.4%	-3.7%	-12.3%	2.9%	2.8%	-5.2%	-1.0%	-27.7%[0.074 µM]
- O=C(O)Cc1sc(Nc2ccccc2)nc1-c1ccc(Cl)cc1
    11.1%	?	-2.5%	-0.9%	?	-6.5%	9.1%	.
- CCCCNC(=S)N(C)/N=C/c1ccc(OCc2ccc(C(=O)OC)cc2)c(OC)c1
    -5.9%	-26.4%	5.6%	7.5%	-9.2%	-6.3%	1.9%	?
- Cc1ccc(NC(=O)CN2C(=O)COc3ccc(S(=O)(=O)N4CCCCC4)cc32)cc1N(C)C
    3.1%	-22.2%	2.6%	-0.7%	1.1%	.	.	.
- N#CC(c1ccc(Cl)nn1)c1ccccc1Cl (centres undefined)
    0.3%	-6.8%	-21.1%	-1.0%	-10.1%	-7.8%	.	-6.3%
- CCCCn1c(N)c(N(CCC(C)C)C(=O)CSc2nnc(Nc3ccccc3)s2)c(=O)[nH]c1=O
    ?	?	-6.0%	-6.5%	0.1%	i	5.6%	-81.6%[inhibitor]
- COc1cc(C(=O)Nc2ccccc2OCc2cc(=O)n3c(C)csc3n2)cc(OC)c1OC
    -3.9%	-7.0%	2.7%	1.4%	-10.3%	.	.	.
- CSc1ccccc1C(=O)C1CCCN(C(=O)c2cc(C(C)C)no2)C1 (centres undefined)
    11.1%[2.34 µM]	21.2%[2.34 µM]	2.3%	-5.9%	-13.5%	i	1.6%	7.7%[10 µM]
- Cc1cc(C)c[n+](-c2[nH]c(=O)sc2/C=N/NC([S-])=Nc2ccccc2)c1
    -7.1%	-9.8%	-14.1%	-0.8%	?	-1.9%	-29.4%	0.0%[10 µM]
- Cc1[nH]c2ccccc2c(=O)c1CN1CCCCC1
    -3.6%	1.2%	-1.7%	-1.0%	2.8%	-6.3%	.	-3.1%
- O=C1COc2ccc(C(=O)COC(=O)C3CC(O)CN3S(=O)(=O)c3ccc(Cl)cc3)cc2N1 (centres undefined)
    -4.0%	-9.2%	-2.9%	3.1%	-2.3%	-9.6%	-5.6%	-9.5%
- Cc1cccc(-c2nc(C#N)c(N3CCCCCC3)o2)c1
    2.8%	-22.1%	-3.9%	-0.7%	-14.1%	-7.8%	.	-9.5%

Screening results deposited in PubChem BioAssay by National Center for Advancing Translational Sciences (NCATS).
